Compound activity: PubChem BioAssay, MTDP
RNase H inhibition: RNase H inhibition, HIV 1 Gag Pol polyprotein, FRET biochemical assay, screening (AID 372) | HIV-1 RT RNase H, FRET RNA/DNA substrate fluorescence; higher % means a stronger effect | 100,000 tested, 0.77% active | one-dose inhibition, % at 10 µM; IC50 in µM for titrated hits; in the data active = inhibition above about 50%
Active calls of the source: *. Not all compounds are listed; the hit share may differ from the screen's.

What do the screens show for `Brc1ccc(N2N=C(c3cccs3)CC2c2ccco2)cc1` (stereo unspecified)?
RNase H inhibition: 3%

What do the screens show for `CC(C)CNC(=O)Nc1cccc(Cl)c1`?
RNase H inhibition: 7%

Results for O=C(c1cccs1)N1CCN(C/C=C/c2ccccc2)CC1 ?
RNase H inhibition: 0%

What do the screens show for `Cc1ccccc1C(=O)Nc1ccc(-c2ccccc2)cc1`?
RNase H inhibition: 6%

Results for C=CCN1C(=O)/C(=C/c2cc(C)n(-c3cccc(F)c3)c2C)C(=O)NC1=S ?
RNase H inhibition: 19%

How did O=C(/C=C/c1ccc([N+](=O)[O-])cc1)NCCSc1ccccn1 do in these assays?
RNase H inhibition: 0%

What do the screens show for `CCOC(=O)C1=C(C)N=c2s/c(=C\c3cccc(OCc4ccccc4Cl)c3)c(=O)n2C1c1ccc(OC)cc1` (stereo unspecified)?
RNase H inhibition: 0%

How did CC(C)=NNc1nc(-c2ccc(Cl)c(Cl)c2)cs1 do in these assays?
RNase H inhibition: 26%

What do the screens show for `N#Cc1cc2c(N)c(C(=O)c3ccccc3)sc2nc1N`?
RNase H inhibition: 8%

How did CCC(=O)Nc1cccc(NC(=S)NC(=O)c2ccc(C)c(C)c2)c1 do in these assays?
RNase H inhibition: 43%

What do the screens show for `COC(=O)C1=C(C)NC(C)=C(C(=O)OC)C1c1ccc(F)cc1`?
RNase H inhibition: 0%

Results for O=C(O)c1ccc2c3c(cccc13)C(=O)N(c1cccc3ccccc13)C2=O ?
RNase H inhibition: 0%

Results for CC(=O)C1(C)N(O)C(C)(C)C(c2ccc(Br)cc2)=[N+]1[O-] (stereo unspecified) ?
RNase H inhibition: 3%

How did CN1C(=O)C(=Cc2ccc(-c3ccccc3Cl)o2)C(=O)N(C)C1=O do in these assays?
RNase H inhibition: 6%

Results for Cc1c(NC(=O)c2cccc(F)c2)c(=O)n(-c2ccccc2)n1C ?
RNase H inhibition: 6%

How did CCCCCCCC(=O)NNC(=O)c1ccc(Cl)c([N+](=O)[O-])c1 do in these assays?
RNase H inhibition: 2%

How did O=C1OC(c2ccc(Cl)cc2)=N/C1=C/c1ccc(F)cc1 do in these assays?
RNase H inhibition: 1%

What do the screens show for `COc1ccc(OCC(=O)N2CCC(C(N)=O)CC2)cc1`?
RNase H inhibition: 7%

What do the screens show for `CCN(CC)C(=O)Oc1c(I)cc(Cl)c2cccnc12`?
RNase H inhibition: 6%

What do the screens show for `CCN(CC)CCNC(=O)NC1CCCCC1`?
RNase H inhibition: 0%

A run of entries of the results above, as a working copy:
What do the screens show for `Brc1ccc(N2N=C(c3cccs3)CC2c2ccco2)cc1` (stereo unspecified)?
RNase H inhibition: 3%

What do the screens show for `CC(C)CNC(=O)Nc1cccc(Cl)c1`?
RNase H inhibition: 7%

Results for O=C(c1cccs1)N1CCN(C/C=C/c2ccccc2)CC1 ?
RNase H inhibition: 0%

(next part)
How did CCOc1ccccc1N/C=C(/C#N)c1nc(-c2ccc(OC)c(OC)c2)cs1 do in these assays?
RNase H inhibition: 30%

How did COC(=O)c1ccccc1Nc1nc(-c2ccccc2)cc(-c2ccc(C)cc2)n1 do in these assays?
RNase H inhibition: 20%

How did CCCOc1ccc(C(C)=O)cc1Cc1c(O)nc(SC)[nH]c1=O do in these assays?
RNase H inhibition: 0%

How did COc1ccc(Br)cc1CN1CCN(S(=O)(=O)c2ccc(Cl)cc2)CC1 do in these assays?
RNase H inhibition: 13%

What do the screens show for `COc1ccc(S(=O)(=O)Nc2ccc(N3CCOCC3)cc2)cc1[N+](=O)[O-]`?
RNase H inhibition: 15%

Results for COc1ccc(Br)cc1C(=O)Nc1ccc2oc(-c3ccc(C)cc3)nc2c1 ?
RNase H inhibition: 25%

How did COc1cc(OC)c(OC)cc1C=C1C(=O)NC(=O)NC1=O do in these assays?
RNase H inhibition: 14%

Results for COc1ccc(C2CC(=O)C=C(Nc3ccccc3N)C2)cc1OC (stereo unspecified) ?
RNase H inhibition: 10%

What do the screens show for `COc1ccc(OC)c(/C=C/C(=O)c2ccc(Cl)cc2)c1`?
RNase H inhibition: 21%

Results for Cc1ccc2oc(-c3ccc(NC(=O)c4ccc(-c5ccc(Cl)cc5)o4)cc3O)nc2c1 ?
RNase H inhibition: 18%

Reprinted from the part before: three entries, followed by the next part.
Results for COc1ccc(C2CC(=O)C=C(Nc3ccccc3N)C2)cc1OC (stereo unspecified) ?
RNase H inhibition: 10%

What do the screens show for `COc1ccc(OC)c(/C=C/C(=O)c2ccc(Cl)cc2)c1`?
RNase H inhibition: 21%

Results for Cc1ccc2oc(-c3ccc(NC(=O)c4ccc(-c5ccc(Cl)cc5)o4)cc3O)nc2c1 ?
RNase H inhibition: 18%

What do the screens show for `COc1cc(/C=C/C(=O)NCc2ccc3c(c2)OCO3)cc(OC)c1OC`?
RNase H inhibition: 13%

Results for CC(C)(C)C1CCC(=NNC(=O)C(=O)NCC2CCCO2)CC1 (stereo unspecified) ?
RNase H inhibition: 7%

Results for O=c1oc2ccccc2c(Nc2cc(Cl)cc(Cl)c2)c1[N+](=O)[O-] ?
RNase H inhibition: 17%

Results for COc1ccccc1/C=N/NC(=O)CSCc1cccc(Br)c1 ?
RNase H inhibition: 15%

Results for O=c1nc(N(c2ccccc2)c2ccccc2)[nH]c(=O)[nH]1 ?
RNase H inhibition: 3%

What do the screens show for `CC(C)(C)c1ccc(C(=O)NNC(=O)c2ccccc2Br)cc1`?
RNase H inhibition: 0%

How did Cc1ccc(N2C(=O)C3C(C2=O)C2(C)C(=O)C3(C)C(c3ccccc3)=C2c2ccccc2)cc1Cl (stereo unspecified) do in these assays?
RNase H inhibition: 6%

How did COc1ccc(NC(=O)c2c(N)sc3c2CCCC3)cc1 do in these assays?
RNase H inhibition: 13%

How did N#Cc1c(NC(=S)NC(=O)C23CC4CC(CC(C4)C2)C3)sc2c1CCCC2 do in these assays?
RNase H inhibition: 32%

How did Cc1cccc(Cl)c1NC(=O)C1CC(=O)N(c2ccc(F)cc2)C1 (stereo unspecified) do in these assays?
RNase H inhibition: 13%

How did O=C(COc1ccc(Cl)cc1Cl)Nc1nccs1 do in these assays?
RNase H inhibition: 28%

How did Cc1oc(C(=O)Nc2ccc(O)cc2)cc1COc1ccccc1 do in these assays?
RNase H inhibition: 4%

How did Cc1ccccc1NC(=S)N1CCN(c2cccc(Cl)c2)CC1 do in these assays?
RNase H inhibition: 21%

Results for CC(=O)Oc1ccc(C(=O)Nc2ccc(C(=O)O)cc2)cc1 ?
RNase H inhibition: 10%

Results for CCOC(=O)c1ccccc1Nc1cn(C(C)=O)c2ccccc12 ?
RNase H inhibition: 13%

Results for O=C(CN(c1ccccc1F)S(=O)(=O)c1ccccc1)NCc1ccco1 ?
RNase H inhibition: 8%

Results for O=C(c1ccccc1Cl)N1CCN(c2nc(-c3ccccc3)c3cc(Br)ccc3n2)CC1 ?
RNase H inhibition: 26%

What do the screens show for `Cc1cccc2sc(NC(=O)c3ccc(C(=O)c4ccccc4)cc3)nc12`?
RNase H inhibition: 0%

How did O=C(Nc1ccc2nn(-c3ccc(F)cc3)nc2c1)c1ccc(Cl)c([N+](=O)[O-])c1 do in these assays?
RNase H inhibition: 52%*

What do the screens show for `COc1cc(NC(=O)Cn2nc([N+](=O)[O-])c(Cl)c2C)cc([N+](=O)[O-])c1`?
RNase H inhibition: 4%

What do the screens show for `COc1cccc(N2C(=O)CC(N3CCN(c4ccc([N+](=O)[O-])cc4)CC3)C2=O)c1` (stereo unspecified)?
RNase H inhibition: 7%

How did COc1ccc(/C=N/Nc2ccc(C(=O)O)cc2)cc1Br do in these assays?
RNase H inhibition: 12%

What do the screens show for `O=C1NC(=O)/C(=C/c2ccc(-c3ccc(Br)c(Cl)c3)o2)S1`?
RNase H inhibition: 38%

How did Cc1[nH]c2ccc(Br)cc2c(=O)c1CC=C(Cl)Cl do in these assays?
RNase H inhibition: 8%

What do the screens show for `CC(=O)CCc1c(C)nc2ccccc2c1Cl`?
RNase H inhibition: 8%

Results for CS(=O)(=O)N(Cc1ccccc1)c1ccc(C(=O)O)cc1 ?
RNase H inhibition: 2%

Results for COc1ccc(-n2c(O)c(C=Nc3cccc4ccccc34)c3ccccc3c2=O)cc1 ?
RNase H inhibition: 0%

How did CSc1ccc(/C=N/NC(=O)COc2ccccc2C)cc1 do in these assays?
RNase H inhibition: 22%

What do the screens show for `COc1ccc(CNC(=O)C(c2ccccc2)c2ccccc2)cc1`?
RNase H inhibition: 7%

What do the screens show for `Cc1cccc(N2CCN(C(=O)CCCOc3ccc(Cl)cc3Cl)CC2)c1C`?
RNase H inhibition: 7%

Results for COc1ccc(NC(=O)COc2c(C)cc(C)cc2C)cc1 ?
RNase H inhibition: 0%

What do the screens show for `NC(=O)c1c(N2C(=O)c3ccccc3C2=O)sc2c1CCCC2`?
RNase H inhibition: 14%

Results for COc1ccc(C2/C(=C(\O)c3ccccc3)C(=O)C(=O)N2CCCC(=O)O)cc1OC (stereo unspecified) ?
RNase H inhibition: 3%

Results for Cc1cc(Br)ccc1-n1c(O)c(/C=C2/C=Nc3ccccc32)c(=O)[nH]c1=O ?
RNase H inhibition: 44%

How did Cc1ccc(C(=O)Nc2ccc(I)cc2C(=O)O)o1 do in these assays?
RNase H inhibition: 3%

How did CCOc1cccc(C(=O)NC(=S)Nc2cccc(-c3nc4ccccc4s3)c2C)c1 do in these assays?
RNase H inhibition: 14%

How did Cc1cc(/C=N/NC(N)=O)c(C)n1-c1ccc(F)cc1 do in these assays?
RNase H inhibition: 33%

What do the screens show for `CCOC(=O)c1c(NC(=O)c2ccccc2F)sc(C(=O)Nc2ccc(OC)cc2OC)c1C`?
RNase H inhibition: 0%

Results for Cc1ccc(Cl)cc1NC(=O)CSCC(=O)Nc1ccccc1 ?
RNase H inhibition: 0%

Results for COc1cc(C=C2C(=O)NC(=S)NC2=O)ccc1OCCOc1ccc(Cl)c(C)c1 ?
RNase H inhibition: 48%

By substructure: those above with a tert-butyl group (2)
Results for CC(C)(C)C1CCC(=NNC(=O)C(=O)NCC2CCCO2)CC1 (stereo unspecified) ?
RNase H inhibition: 7%

What do the screens show for `CC(C)(C)c1ccc(C(=O)NNC(=O)c2ccccc2Br)cc1`?
RNase H inhibition: 0%

Remaining list, next part
Results for O=C(Nc1c(-c2ccccc2)nc2ccc(Cl)cn12)c1ccc(Cl)cc1 ?
RNase H inhibition: 9%

How did COc1ccc(C(NC(C)=O)c2ccc(OC)cc2)cc1 do in these assays?
RNase H inhibition: 4%

How did Cc1ccc(S(=O)(=O)Nc2ccccc2C(=O)O)cc1 do in these assays?
RNase H inhibition: 1%

Results for O=C(CCc1ccccc1)NCc1cccnc1 ?
RNase H inhibition: 0%

What do the screens show for `COc1ccc(Nc2nc(-c3sc(N)nc3C)cs2)cc1`?
RNase H inhibition: 11%

What do the screens show for `COc1ccc(C(=O)Nc2ccccc2)cc1S(=O)(=O)NCc1ccccc1`?
RNase H inhibition: 2%

How did CCOc1ccccc1OCCOc1c(C)cc(Br)cc1C do in these assays?
RNase H inhibition: 10%

How did NS(=O)(=O)c1ccc(CCNC(=O)/C=C/c2cccc([N+](=O)[O-])c2)cc1 do in these assays?
RNase H inhibition: 4%

What do the screens show for `CCOC(=O)CSc1nc(C2CC2)cc(-c2ccc(F)cc2)c1C#N`?
RNase H inhibition: 6%

Results for Cc1nc(N)sc1C(=O)N/N=C/c1cccc(Br)c1 ?
RNase H inhibition: 7%

How did O=C1ON=C(c2ccccc2)/C1=C/c1ccc(OCc2ccc(F)cc2)cc1 do in these assays?
RNase H inhibition: 13%

Results for O=C1CCC(=O)N1c1cccc2c(N3C(=O)CCC3=O)cccc12 ?
RNase H inhibition: 0%

Results for CCOC(=O)C1=C(C)NC(=O)CC1c1ccccc1 (stereo unspecified) ?
RNase H inhibition: 17%

Results for CCOC(=O)c1c[nH]c2ccc(Cl)cc2c1=O ?
RNase H inhibition: 14%

Results for CCCCOc1ccc(NC(=O)c2ccc([N+](=O)[O-])c(C)c2)cc1 ?
RNase H inhibition: 8%

Results for O=C(O)c1ccc([N+](=O)[O-])cc1C(=O)c1ccccc1 ?
RNase H inhibition: 4%

Results for Cc1ccccc1NC(=O)c1cc(S(=O)(=O)Nc2ccc(Br)cc2)ccc1Cl ?
RNase H inhibition: 10%

What do the screens show for `O=S(=O)(Nc1ccc(Nc2ccc(F)cc2)cc1)c1ccc(F)cc1`?
RNase H inhibition: 1%

What do the screens show for `CCC(C)c1ccccc1OCCOc1ccccc1/C=C1\SC(=S)NC1=O` (stereo unspecified)?
RNase H inhibition: 45%

How did O=C1NC(=O)/C(=C\c2ccc(Br)cc2)S1 do in these assays?
RNase H inhibition: 6%

How did CC1(C)CC(=O)C(C(C2=C(O)CC(C)(C)CC2=O)c2ccccc2OCc2ccccc2)C(=O)C1 (stereo unspecified) do in these assays?
RNase H inhibition: 2%

What do the screens show for `Cc1onc(-c2ccccc2Cl)c1-c1nc(-c2ccncc2)no1`?
RNase H inhibition: 22%

What do the screens show for `COc1ccc(CN2CCN(C(=O)c3ccc(F)cc3)CC2)cc1OCc1ccccc1`?
RNase H inhibition: 8%

What do the screens show for `N#Cc1ccc(C=Nc2ccc(N)c(Cl)c2)cc1`?
RNase H inhibition: 18%

Results for O=C1CS/C(=N\N=C\c2ccccc2Cl)N1 ?
RNase H inhibition: 35%

Results for CCOc1cc(-c2nc3ccccn3c2/N=C/c2cc([N+](=O)[O-])ccc2O)ccc1O ?
RNase H inhibition: 15%

How did CCOc1ccccc1/C=C1/SC(=S)N(CC(=O)OC)C1=O do in these assays?
RNase H inhibition: 12%

Fetched one by one from above:
What do the screens show for `COc1ccc(CN2CCN(C(=O)c3ccc(F)cc3)CC2)cc1OCc1ccccc1`?
RNase H inhibition: 8%

Results for COc1ccc(C2/C(=C(\O)c3ccccc3)C(=O)C(=O)N2CCCC(=O)O)cc1OC (stereo unspecified) ?
RNase H inhibition: 3%

How did COc1ccc(/C=N/Nc2ccc(C(=O)O)cc2)cc1Br do in these assays?
RNase H inhibition: 12%

How did COc1ccc(C(NC(C)=O)c2ccc(OC)cc2)cc1 do in these assays?
RNase H inhibition: 4%
